From PubChem
APE1 inh – blocks human APE1 abasic DNA cleavage | AID 2517 | actives 0.35% (n = 350,000) | Potency, µM (titrated, usually from 65.8 µM), for the others: at the highest dose activity change, negative = inhibition, most hits filed as inhibitors | P27695 | recombinant APE1, TAMRA/BHQ-2 abasic DNA cleavage fluorescence;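 also: potency is read from the fitted curve at half-maximal effect; plate controls were vehicle for no effect and reference inhibitor for full effect; nearly all actives have a fitted effect of over 55% in size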
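Kinetic fluorescence read (525 ex/598 em nm, three reads 60 s apart) of AP-site incision; signal = third minus first read. Enzyme 0.75 nM, dual-labelled THF duplex 50 nM, compound preincubation 15 min RT.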
LDHA block – LDHA (human) enzyme inhibition; P00338; purified LDHA, NADH/diaphorase-resazurin fluorescence; stronger effect = lower value; activity change, % (values are at about 110 or 230 µM); actives 0.15% (n = 480,000); AID 1347041; in the data active = activity change below about -30%; inconclusive = mostly about -25% to -30%;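 also: plate controls were DMSO wells for no effect and wells without enzyme for full effect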
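Resorufin fluorescence (ex540/em590), read at 0 and 20 min after diaphorase/resazurin addition, reports the NADH left after a 5 min room-temperature reaction of 2 nM human LDH5 with 0.06 mM NADH and 0.2 mM pyruvate.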
BLM helicase inh – inhibitors of human Bloom syndrome helicase BLM; P54132; recombinant BLM DNA unwinding, fluorescence dequenching; Potency, µM (top dose mostly 56.1 µM), for inactives: at the top dose activity change, negative = inhibition, actives largely listed as inhibitors; actives 0.2% (n = 350,000);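 also: potency is read from the fitted curve at half-maximal effect; plate controls were vehicle for no effect and no enzyme for full effect; nearly all actives have a fitted effect of over 35% in size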
Apoferritin bind – binds horse apoferritin like a general anesthetic | actives 0.074% (n = 350,000) | apoferritin/1-aminoanthracene competitive binding, fluorescence | AID 485281 | P02791 | Potency, µM (doses to about 77.5 µM), inactives show at the top dose activity change, negative = displacement, hits mostly inhibitors; also: potency is read from the fitted curve at half-maximal effect; % is scaled to controls: 0 for no effect and ±100 for the full control effect; nearly all actives have a fitted effect of over 20% in size
Target sequence (P02791 2-175 limits assumed): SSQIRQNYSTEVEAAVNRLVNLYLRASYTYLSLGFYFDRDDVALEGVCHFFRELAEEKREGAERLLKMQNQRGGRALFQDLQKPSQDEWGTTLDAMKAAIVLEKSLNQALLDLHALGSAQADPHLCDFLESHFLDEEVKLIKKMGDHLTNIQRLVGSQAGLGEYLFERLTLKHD
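Horse-spleen apoferritin (10 uM) was mixed with 50% saturated 1-aminoanthracene in PBS, exposed to compounds for 10 min at room temperature, and read for fluorescence (ex 380 nm, em 535 nm). Competitive displacement was fitted with a four-parameter Hill equation.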
POLI inh – blocks human DNA polymerase iota activity. Q9UNA4. Pol iota fluorescent replication assay, 10 min. Potency, µM (doses to about 115 µM), for the others: at the highest dose activity, negative = inhibition, hits mostly inhibitors. actives 1% (n = 390,000). AID 588590; also: potency is read from the fitted curve at half-maximal effect
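Fluorescent replication assay read twice, at 0 min and 10 min after adding 50 nM (final) substrate. Enzyme (10 nM) and compounds were first incubated 15 min at room temperature; enzyme-free buffer wells were negative controls.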
Pol eta inh – inhibitors of human DNA polymerase eta. actives 1.2% (n = 390,000). AID 588591. Potency, µM (top dose mostly 114 µM), inactives show at the top dose activity change, negative = inhibition, actives largely listed as inhibitors. recombinant Pol eta, fluorescent DNA replication assay; also: potency is read from the fitted curve at half-maximal effect; % is scaled to controls: 0 for no effect and ±100 for the full control effect
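Pol eta (10 nM) was preincubated with compounds for 15 min at room temperature, after which fluorescent replication substrate (50 nM final) was added to start the reaction. Fluorescence was read kinetically at 0 and 10 min.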
Pol beta inh – blocks human DNA polymerase beta activity. AID 485314. Pol beta primer extension/strand displacement, fluorescence kinetic. actives 1.3% (n = 340,000). P06746. Potency, µM (top dose mostly 114 µM), for inactives: at the top dose activity change, negative = inhibition, usual class: inhibitors; also: potency is read from the fitted curve at half-maximal effect; % is scaled to controls: 0 for no effect and ±100 for the full control effect
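Kinetic readout of DNA synthesis with strand displacement by Pol beta. Compound and 10 nM enzyme sit 15 min at room temperature; 50 nM substrate starts the reaction, read immediately and at 10 min.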
Glioma ERSR ind – induces the endoplasmic reticulum stress response in human glioma cells | U87-MG GRP78 promoter luciferase reporter, 16 h | Potency, µM, for the others: top-dose activation, usual class: activators | actives 0.02% (n = 420,000); also: potency is read from the fitted curve at half-maximal effect; series mostly up to about 76 µM; % of control where 0% means no effect; nearly all actives have a fitted effect of over 35% in size
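ERSR induction read as luciferase luminescence (Bright-Glo, 10 min at room temperature) in stably transfected human U87-MG glioma cells exposed to compounds for 16 h, using GRP78 as sensor.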
Pol kappa inh – blocks human DNA polymerase kappa activity; Potency, µM (highest dose often 107 µM), without a hit: at the top dose activity, negative = inhibition, usual class: inhibitors; Q9UBT6; purified Pol kappa, fluorescent DNA synthesis assay, 10 min; AID 588579; actives 0.53% (n = 400,000); also: potency is read from the fitted curve at half-maximal effect; % is scaled to controls: 0 for no effect and ±100 for the full control effect
Target sequence (Q9UBT6 whole entry, looked up): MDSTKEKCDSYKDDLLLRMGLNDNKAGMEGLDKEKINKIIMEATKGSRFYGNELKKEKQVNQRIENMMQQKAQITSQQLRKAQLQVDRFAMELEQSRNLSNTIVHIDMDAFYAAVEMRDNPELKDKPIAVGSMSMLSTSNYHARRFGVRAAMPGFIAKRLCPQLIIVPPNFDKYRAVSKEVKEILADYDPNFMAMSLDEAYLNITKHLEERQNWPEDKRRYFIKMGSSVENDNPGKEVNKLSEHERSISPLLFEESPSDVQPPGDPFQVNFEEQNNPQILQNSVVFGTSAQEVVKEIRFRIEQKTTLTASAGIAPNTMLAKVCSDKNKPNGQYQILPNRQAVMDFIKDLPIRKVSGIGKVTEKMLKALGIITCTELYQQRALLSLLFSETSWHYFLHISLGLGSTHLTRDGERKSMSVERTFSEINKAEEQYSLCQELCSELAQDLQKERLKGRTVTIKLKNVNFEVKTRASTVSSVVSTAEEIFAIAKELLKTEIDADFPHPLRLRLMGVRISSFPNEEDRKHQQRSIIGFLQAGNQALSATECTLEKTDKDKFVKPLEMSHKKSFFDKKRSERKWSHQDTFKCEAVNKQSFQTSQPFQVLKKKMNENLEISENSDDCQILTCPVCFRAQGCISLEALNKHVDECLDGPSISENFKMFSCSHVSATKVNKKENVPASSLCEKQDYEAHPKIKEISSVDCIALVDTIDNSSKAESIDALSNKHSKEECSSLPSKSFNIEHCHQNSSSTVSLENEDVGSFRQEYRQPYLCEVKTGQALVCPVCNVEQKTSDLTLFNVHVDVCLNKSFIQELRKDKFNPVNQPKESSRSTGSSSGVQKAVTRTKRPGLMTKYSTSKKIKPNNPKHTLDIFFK
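Fluorescent qHTS in 1536-well format: enzyme (10 nM) and compound sat 15 min at room temperature before 50 nM substrate (final) was added. Signal taken at 0 and 10 min; no-enzyme buffer wells were negative controls.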
Numbers without * were called inactive; [ ] = dose if it differs, or a comment. Unless noted, calls follow the shape of the dose curve; as a rule, active = well fitted curve in the direction sought with a large enough effect; inconclusive = small, poorly fitted or top-dose-only effect, or another doubt; inactive = no such curve, though single readings can be large; an effect the other way counts as inactive or inconclusive. A portion of the library; rates above refer to the full screens.

What do the screens show for `O=S1(=O)CCN2C(c3ccco3)=CSC2=N1`?
APE1 inh: -1%; LDHA block: 0; BLM helicase inh: -2%; Apoferritin bind: -13%; POLI inh: 5%; Pol eta inh: inconclusive; Pol beta inh: 1%; Glioma ERSR ind: -6%; Pol kappa inh: 3%

Results for COc1ccc(CCNC(=O)CC2SC(=NCCc3ccccc3)NC2=O)cc1 (stereo unspecified) ?
APE1 inh: -2%; LDHA block: -3; BLM helicase inh: 0%; Apoferritin bind: -10%; POLI inh: 2%; Pol eta inh: -8%; Pol beta inh: 31%; Glioma ERSR ind: -2%; Pol kappa inh: -13%

What do the screens show for `Cc1oc(-c2cccc(Cl)c2)nc1CN1CCCC(C(=O)NC(C)c2ccc3c(c2)OCCO3)C1` (stereo unspecified)?
APE1 inh: 2%; LDHA block: 4; BLM helicase inh: 1%; Apoferritin bind: -18%; POLI inh: inconclusive; Pol eta inh: -16%; Pol beta inh: 0%; Glioma ERSR ind: -5%; Pol kappa inh: 9%

How did O=C(C1CCN(c2nnc(-n3cccc3)s2)CC1)N1CCN(Cc2ccc3c(c2)OCO3)CC1 do in these assays?
APE1 inh: 1%; LDHA block: -11; BLM helicase inh: -8%; Apoferritin bind: -10%; POLI inh: inconclusive; Pol eta inh: 4%; Pol beta inh: -2%; Glioma ERSR ind: -1%; Pol kappa inh: 1%

Results for CCOC(=O)c1ccc(NC(=O)Cn2c(=O)cc(C)c3c(C)nn(-c4cccc(F)c4)c32)cc1 ?
LDHA block: 2; BLM helicase inh: 1%; Apoferritin bind: -7%; POLI inh: -13%; Pol eta inh: -12%; Pol beta inh: 9%; Glioma ERSR ind: -1%; Pol kappa inh: 1%

Results for COC(=O)Nc1c(-c2ccccc2)nc2ccc(C)cn12 ?
APE1 inh: 2%; LDHA block: -9; BLM helicase inh: 1%; Apoferritin bind: -6%; POLI inh: 3%; Pol eta inh: -1%; Pol beta inh: 4%; Glioma ERSR ind: -6%; Pol kappa inh: -4%

How did COc1ccccc1OCCNC(=O)Nc1cc(F)c(F)cc1Cl do in these assays?
APE1 inh: 12%; LDHA block: -1; BLM helicase inh: -9%; Apoferritin bind: 3%; POLI inh: -6%[58.9 µM]; Pol eta inh: -25%; Pol beta inh: 10%; Glioma ERSR ind: -4%; Pol kappa inh: -5%

What do the screens show for `Cc1cccc(-n2ccnc2SCC(=O)Nc2nnc(C)s2)c1`?
APE1 inh: 18%; LDHA block: -7; BLM helicase inh: 1%; Apoferritin bind: 1%; POLI inh: -7%; Pol eta inh: -7%; Pol beta inh: 20%; Glioma ERSR ind: 2%; Pol kappa inh: -18%

How did CCOC(=O)c1[nH]ncc1CN1CCc2ccc(NC(=O)C3CCCO3)cc2C1 (stereo unspecified) do in these assays?
APE1 inh: -1%; LDHA block: -5; BLM helicase inh: -3%; Apoferritin bind: -4%; POLI inh: 139%[activator]; Pol eta inh: -10%; Pol beta inh: 8%; Glioma ERSR ind: -4%; Pol kappa inh: -9%

How did O=c1c2oc3nc4c(cc3c2ncn1CCCc1ccccc1)CCCC4 do in these assays?
APE1 inh: 19%; LDHA block: 3; BLM helicase inh: 0%; Apoferritin bind: -10%; POLI inh: -21%[58.9 µM]; Pol eta inh: -6%; Pol beta inh: -2%; Glioma ERSR ind: 2%; Pol kappa inh: -8%

How did O=C(c1cccc([N+](=O)[O-])c1)c1ccc2c(c1)OCCOCCOCCO2 do in these assays?
APE1 inh: 0%; LDHA block: -3; BLM helicase inh: 1%; Apoferritin bind: -8%; POLI inh: 47%[activator]; Pol eta inh: -21%; Pol beta inh: 2%; Glioma ERSR ind: 3%; Pol kappa inh: -1%

What do the screens show for `Nc1c(Cl)ncnc1N/N=C/c1cccnc1`?
APE1 inh: -3%; LDHA block: -1; BLM helicase inh: -8%; Apoferritin bind: -1%; POLI inh: 26%; Pol eta inh: -10%; Pol beta inh: -15%; Glioma ERSR ind: 3%; Pol kappa inh: -10%

What do the screens show for `CC1(c2ccccc2)NC(=O)N(CC(=O)Nc2ccc([N+](=O)[O-])cc2)C1=O` (stereo unspecified)?
APE1 inh: 15%; LDHA block: -2; BLM helicase inh: -8%; Apoferritin bind: inconclusive; POLI inh: -21%; Pol eta inh: -23%; Pol beta inh: 1%; Glioma ERSR ind: -1%; Pol kappa inh: 3%

How did CCN(Cc1cnn(C)c1)C(=O)c1cc(COc2ccc3c(c2)CCCC3)on1 do in these assays?
APE1 inh: 13%; LDHA block: -3; BLM helicase inh: -8%; Apoferritin bind: -11%; POLI inh: 61%[activator]; Pol eta inh: -24%; Pol beta inh: 20%; Glioma ERSR ind: 4%; Pol kappa inh: -26%

How did CCCCn1c(CCC(=O)O)ccc1-c1cccs1 do in these assays?
APE1 inh: 0%; LDHA block: 0; BLM helicase inh: -8%; Apoferritin bind: -7%; POLI inh: -14%; Pol eta inh: 2%; Pol beta inh: inconclusive; Glioma ERSR ind: -2%; Pol kappa inh: -14%

How did CN(CC(=O)O)Cc1nc2ccccc2[nH]1 do in these assays?
APE1 inh: 3%; LDHA block: 12; BLM helicase inh: 1%; Apoferritin bind: 2%; POLI inh: inconclusive; Pol eta inh: -1%; Pol beta inh: -17%; Glioma ERSR ind: 1%; Pol kappa inh: 2%

What do the screens show for `O=C(C1CC1)N1CCc2cc(Br)cc(S(=O)(=O)NC3CCCCC3)c21`?
APE1 inh: -6%; LDHA block: 0; BLM helicase inh: -16%; Apoferritin bind: 5%; POLI inh: 13%; Pol eta inh: -2%; Pol beta inh: 7%; Glioma ERSR ind: -3%; Pol kappa inh: -7%

How did CN1CCC2(CC1)N=C(c1ccc(F)cc1)C(=S)N2C(=O)c1ccccc1 do in these assays?
APE1 inh: 3%; LDHA block: -2; BLM helicase inh: 2%; Apoferritin bind: 6%; POLI inh: 15%; Pol eta inh: -19%; Pol beta inh: -4%[57.1 µM]; Glioma ERSR ind: -2%; Pol kappa inh: -5%

Results for COc1ccc2c(c1)c(C(C)=O)c(C)n2-c1ccccc1OC ?
LDHA block: 2; POLI inh: -6%; Pol eta inh: -5%; Glioma ERSR ind: -5%; Pol kappa inh: -10%

Results for N#Cc1ccccc1S(=O)(=O)N1CCN(C(=O)Cc2coc3cc(O)ccc23)CC1 ?
APE1 inh: 0%; LDHA block: -4; POLI inh: inconclusive; Pol eta inh: inconclusive; Glioma ERSR ind: -5%; Pol kappa inh: -16%

Two compounds picked at random from the list so far, as already listed:
How did O=c1c2oc3nc4c(cc3c2ncn1CCCc1ccccc1)CCCC4 do in these assays?
APE1 inh: 19%; LDHA block: 3; BLM helicase inh: 0%; Apoferritin bind: -10%; POLI inh: -21%[58.9 µM]; Pol eta inh: -6%; Pol beta inh: -2%; Glioma ERSR ind: 2%; Pol kappa inh: -8%

How did CN(CC(=O)O)Cc1nc2ccccc2[nH]1 do in these assays?
APE1 inh: 3%; LDHA block: 12; BLM helicase inh: 1%; Apoferritin bind: 2%; POLI inh: inconclusive; Pol eta inh: -1%; Pol beta inh: -17%; Glioma ERSR ind: 1%; Pol kappa inh: 2%

The list continues.
Results for CC(C)c1ccc(OCC(=O)NC2CCCC2)cc1 ?
APE1 inh: 14%; LDHA block: -3; BLM helicase inh: -5%; Apoferritin bind: -12%; POLI inh: 30%[activator]; Pol eta inh: -13%; Pol beta inh: -2%; Glioma ERSR ind: 7%; Pol kappa inh: -4%

Results for CC(C)N1CCc2c(sc(NC(=O)c3nc4ccccc4s3)c2C(N)=O)C1 ?
APE1 inh: -3%; LDHA block: 0; BLM helicase inh: -6%; Apoferritin bind: -21%; POLI inh: 251%[activator]; Pol eta inh: -7%; Pol beta inh: 1%; Glioma ERSR ind: -7%; Pol kappa inh: -8%

How did COc1cc(/C=C2/C(=O)N(c3ccc(Br)cc3)N=C2C)cc(OC)c1OC do in these assays?
APE1 inh: 65%[activator]; LDHA block: -2; BLM helicase inh: 1%; Apoferritin bind: -2%; POLI inh: inconclusive; Pol eta inh: 0%; Pol beta inh: -19%; Glioma ERSR ind: -5%; Pol kappa inh: -5%

What do the screens show for `Cc1ccc(/C=N/NC(=O)CNC(=O)Cc2ccccc2)o1`?
APE1 inh: 4%; LDHA block: 4; BLM helicase inh: 1%; Apoferritin bind: -16%; POLI inh: -16%; Pol eta inh: -7%; Pol beta inh: 13%; Glioma ERSR ind: -5%; Pol kappa inh: -4%

How did COc1cc(C(=O)N/N=C(\C)Cn2nc([N+](=O)[O-])cc2C)ccc1O do in these assays?
APE1 inh: 5%; LDHA block: -8; BLM helicase inh: -1%; Apoferritin bind: 4%; POLI inh: 9%; Pol eta inh: -13%; Pol beta inh: 25%; Glioma ERSR ind: -2%; Pol kappa inh: -13%

Results for Cc1cccc2sc(NS(C)(=O)=O)nc12 ?
APE1 inh: -4%; LDHA block: 0; BLM helicase inh: -1%; Apoferritin bind: 0%; POLI inh: 48%[activator]; Pol eta inh: -5%; Pol beta inh: 14%; Glioma ERSR ind: 4%; Pol kappa inh: 9%

Results for CCn1nc(C)c(Br)c1-c1nc(-c2cccc(C)c2)no1 ?
APE1 inh: -1%; LDHA block: -4; BLM helicase inh: -4%; Apoferritin bind: -5%; POLI inh: 7%; Pol eta inh: -9%; Pol beta inh: -2%; Glioma ERSR ind: 1%; Pol kappa inh: -3%

How did O=C(NCc1cccnc1)NC1(c2ccccc2)CC1 do in these assays?
APE1 inh: -1%; LDHA block: -8; BLM helicase inh: 0%; Apoferritin bind: -6%; POLI inh: 6%; Pol eta inh: -9%; Pol beta inh: 21%; Glioma ERSR ind: -5%; Pol kappa inh: -9%

How did O=[N+]([O-])c1ccc(CSc2ncnc3c2ncn3[C@@H]2O[C@H](CO)[C@H](O)[C@H]2O)cc1 do in these assays?
APE1 inh: -3%; POLI inh: 3%[58.9 µM]; Pol eta inh: -4%[57.1 µM]; Pol beta inh: 9%[57.1 µM]

How did COc1ccccc1N1CCN(C2CC(=O)N(c3ccc(Cl)cc3)C2=O)CC1 (stereo unspecified) do in these assays?
APE1 inh: 3%; LDHA block: -8; BLM helicase inh: 3%; Apoferritin bind: 0%; POLI inh: 113%[activator]; Pol eta inh: -20%; Pol beta inh: 28%; Glioma ERSR ind: -4%; Pol kappa inh: -11%
